Screens: PubChem BioAssay, several laboratories
Dynein cargo inh = blocks dynein driven cargo transport along microtubules. 3617.4 mouse cells, GR-EGFP nuclear translocation imaging; test concentration mostly 20 µM; stimulated with dexamethasone, 1 µM; hits give low values. z-score, hits read low. actives 0.47% (n = 220,000);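 active = plate z-score of nuclear minus cytoplasmic receptor signal below a set negative limit, without overly bright fluorescence or cell loss, cut at about -3.5 in these data, passing the limit was not always enough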;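 note: z-score of nuclear minus cytoplasmic ring GR-EGFP intensity difference per well; some compounds called inactive have numbers as strong as hits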
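Schedule: 48 h induction, then 1 h compound, then 30 min agonist, 37 °C. Buffer or medium: tetracycline-free induction medium containing charcoal-stripped FBS. Reagent: 1.0 µM final dexamethasone stimulus. Evaluation: nuclear versus cytoplasmic GR-EGFP signal, averaged per well. Signal: high-content fluorescence imaging after fixation.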
M17LAP inhibition = P. falciparum M17LAP inhibitors, primary screen, biochemical, fluorogenic H-Leu-NHMec substrate, 1536-well (AID 1619). actives 0.38% (n = 220,000). recombinant M17LAP, H-Leu-NHMec fluorogenic kinetic assay; higher % means a stronger effect. inhibition, % at 30 µM, or IC50 in µM where a hit was titrated;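 active = compound inhibiting the enzyme by more than half at any dose during confirmatory dose-response retesting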;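 note: plate controls were full reaction with DMSO carrier for no effect and no enzyme background for full effect; strong numbers were not always called active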
Autophagy HCS = alters autophagy in cells. MEF GFP-LC3 puncta imaging; test concentration mostly 10 µM. actives 0.98% (n = 190,000). AID 463193. calls only at 10 µM (by protocol);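 active = percentage of spot-positive cells more than 3 SD above its plate mean, without a fluorescence outlier flag or 80% toxicity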;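 note: spot-positive cell cutoff set from DMSO-treated cells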
Yfh1-off respiration = mitochondrial function rescue without frataxin homolog – Friedreich's ataxia, plus single-dose screen, dose response (AID 1465). fold induction at 50 µM, or EC50 in µM where a hit was titrated. actives 0.074% (n = 220,000). S. cerevisiae Yfh1-off respiration, WST-1 reduction, 72 h; higher fold induction means a stronger effect;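 active = fold induction of absorbance versus untreated yeast above a set limit, then at least 30% activation at any dose in follow-up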;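 note: activators that raise dye reduction in frataxin-depleted yeast; strong numbers were not always called active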
M1AAP inhibition = malaria alanyl aminopeptidase activity blockers – biochemical, fluorogenic H-Leu-NHMec substrate, 1536-well (AID 1445); recombinant M1AAP, H-Leu-NHMec fluorogenic kinetic assay; higher % means a stronger effect; actives 0.42% (n = 220,000); inhibition, % at 30 µM, or IC50 in µM where a hit was titrated;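 active = primary inhibition above the hit cutoff, then over 50% inhibition at one or more dose response concentrations, cut at about 23% in these data, passing the limit was not always enough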;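 note: plate controls were DMSO full reaction for no effect and no enzyme background for full effect; strong numbers were not always called active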
ER stress rescue = rescue of cells from ER stress-induced death, primary screen, 384-well, CSM14.1, thapsigargin, ATP luminescence (AID 1222). CSM14.1 thapsigargin-induced death rescue, ATP luminescence; higher % means a stronger effect. cellular ATP content (survival), % at 20 µM, or EC50 in µM where a hit was titrated. 190,000 tested, under 10 active;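 active = EC50 below 50 µM in the dose-response confirmation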;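 note: death triggered by thapsigargin at about 15 µM added after 2 h compound pretreatment; cell ATP read after overnight thapsigargin exposure of roughly 18 to 22 hours; normalized against plate controls of thapsigargin alone and 5% DMSO vehicle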
Ins promoter up = MIN6 insulin promoter up-regulation; MIN6 insulin promoter-GFP reporter, high-content imaging; hits give high values; z-score at 5 µM; actives 0.3% (n = 190,000); AID 1625;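 active = z-score above 3 at 5 µM with at least 500 cells counted in the well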
Lipid droplet = hepatic lipid droplet formation modulation; actives 0.4% (n = 240,000); inhibition, % at 6.5 µM; AML12 mouse hepatocytes, oleate lipid droplets, BODIPY imaging;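 active = lipid droplet intensity inhibited by at least 50%, with more than 500 cells counted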
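Material – AML12 mouse liver cells · Also added – oleate loading, 100 µM · Compound dosing – 6.5 µM single-point dosing · Times – overnight treatment with compound plus oleate · Measured by – fluorescence imaging, 20x objective, two fields per well · Read-out – percent inhibition of filter-corrected integrated lipid droplet intensity per well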
MT stabilizer = stabilizes microtubules in HeLa cells; % tubulin-high responders, % at 10 µM; AID 2205; HeLa tubulin immunostaining HCS, 24 h; share of cells brighter than vehicle mean+2SD; actives 0.83% (n = 200,000);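 active = plate Z-score above 3 for both tubulin-high and condensed-nucleus cell shares, with cell loss under 80%, at 10 µM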;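 note: anti alpha tubulin signal scored within the nucleus-defined area of each cell; some results filed as inactive read as strong as hits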
Dynein cargo inh cytoplasmic EGFP = further read-out of Dynein cargo inh, marked with its call; z-score; measured here: cytoplasmic GR-EGFP intensity; hits give high values
Dynein cargo inh nuclear GR-EGFP = recorded beside Dynein cargo inh, whose call it bears; z-score; measured here: nuclear GR-EGFP intensity;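 lower value marks the stronger effect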
Dynein cargo inh cell count = further read-out of Dynein cargo inh, marked with its call; z-score; measured here: cell count per field
Ins promoter up cell count = recorded beside Ins promoter up, whose call it bears; cell count; measured here: cytotoxicity, nuclei count;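 total cells summed across four imaged fields per well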
Lipid droplet cells 6.5 µM = second read-out of Lipid droplet, no call of its own (marks repeat the call); cell count; measured here: cell count, cytotoxicity flag;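 cells counted across two imaged fields per well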
MT stabilizer Hoechst-high % = second read-out of MT stabilizer, no call of its own (marks repeat the call); % Hoechst-high responders; measured here: nuclear condensation Hoechst responders;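 share of cells brighter than vehicle mean plus two SD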
MT stabilizer cytotoxicity % = recorded beside MT stabilizer, whose call it bears; toxicity, %; measured here: cytotoxicity by cell density;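 0% = mean cell density of plate MIN control wells and 100% = no cells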
Autophagy HCS cell loss 18 h = second read-out of Autophagy HCS, no call of its own (marks repeat the call); toxicity, %; measured here: cell loss, nuclei count;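 cell loss after 18 h compound exposure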
* hit, by the source's call; i = inactive; / = no result given. Rows are unselected. About 3.5% of those tested had a hit in this group.

SMILES | Dynein cargo inh | Dynein cargo inh cytoplasmic EGFP | Dynein cargo inh nuclear GR-EGFP | Dynein cargo inh cell count | M17LAP inhibition | Autophagy HCS | Autophagy HCS cell loss 18 h | Yfh1-off respiration | M1AAP inhibition | ER stress rescue | Ins promoter up | Ins promoter up cell count | Lipid droplet | Lipid droplet cells 6.5 µM | MT stabilizer | MT stabilizer Hoechst-high % | MT stabilizer cytotoxicity %
Cc1c(Cl)cccc1-n1c(SCC(=O)NCc2ccccc2Cl)nnc1-c1ccncc1 | 0.25 | -0.12 | -0.48 | -1.1 | -2% | i | 1 | i | 2% | 3.0% | 0.78 | 1516 | / | / | 3.3 | 2.0 | 2.2
COc1cc(C)ccc1Oc1nc(-c2ccccc2O)nc2ccccc12 | 0.36 | -0.24 | 0.26 | 0.13 | 6% | / | / | i | 2% | / | 0.12 | 1060 | 8 | 773 | / | / | /
Cc1cccc(NC(=O)c2sc(NC(=O)c3ccco3)c(C#N)c2C)c1C | -0.2 | -0.31 | 0.24 | 0.32 | -13% | i | 7 | i | 3% | -1.8% | 0.34 | 1497 | / | / | 2.2 | 1.8 | 7.4
CCOc1ccc(N2C(=O)CC(Sc3ccccc3C(=O)O)C2=O)c([N+](=O)[O-])c1 (centres undefined) | 0.016 | -0.24 | 0.67 | -0.53 | 5% | i | 9 | i | 2% | -1.7% | -0.18 | 1492 | -1 | 670 | 2.8 | 2.9 | 6.6
CCCc1nc2ccccc2c(C(=O)OCC(=O)N2CCc3ccccc32)c1CC | 0.37 | -0.11 | 0.12 | -1.2 | 0% | i | -4 | i | -6% | -0.6% | 0.56 | 1404 | 0 | 708 | 5.1 | 1.3 | 10
CN(/N=C/c1ccncc1)C1=NS(=O)(=O)c2ccccc21 | -0.038 | -0.22 | 0.6 | 0.41 | -1% | i | -19 | i | -5% | -1.4% | -0.15 | 1727 | / | / | 2.0 | 1.9 | 7.4
C(=N\NC(=Nc1ccccc1)c1ccccn1)/c1ccccn1 | 1.5 | -0.28 | 0.78 | -0.019 | -1% | i | 40 | i | 6% | 1.7% | 0.97 | 1368 | -4 | 546 | 2.8 | 1.0 | 4.8
O=C1c2oc3ccccc3c(=O)c2C(c2cccc(Br)c2)N1Cc1ccco1 (centres undefined) | 0.4 | 1.5 | 0.46 | -0.4 | 7% | i | 2 | i | 6% | -3.3% | -0.32 | 1080 | / | / | 2.3 | 1.9 | 9.8
COc1ccc(CCNC(=O)CCCCCNc2nc(=S)[nH]c3ccccc23)cc1OC | -0.36 | -0.31 | -0.46 | 0.43 | 3% | i | -8 | i | 1% | -0.9% | -0.34 | 1413 | 28 | 562 | 1.4 | 2.6 | 4.4
CC(C)OC(=O)/C(C#N)=C/c1c[nH]c2ccccc12 | 0.38 | -0.21 | -0.044 | -0.12 | 9% | i | 1 | i | 5% | 0.4% | -0.12 | 1458 | 20 | 620 | 4.1 | 3.4 | 2.1
CN1CCN(S(=O)(=O)c2ccc(=O)[nH]c2)CC1 | -0.63 | 0.31 | 0.22 | -0.45 | 4% | i | -5 | i | 3% | 1.2% | / | / | -2 | 750 | 8.3 | 0.5 | 85
COc1ccc(CC(NC(C)=O)C(=O)NC2CCN(C(=O)NCc3ccccc3)CC2)cc1OC (centres undefined) | -0.6 | -0.22 | -0.37 | 0.9 | 1% | i | -9 | i | 3% | 0.0% | 1.2 | 1155 | / | / | 1.3 | 2.0 | 12
CCOC(=O)N/N=C/c1ccc(N(CC)CC)cc1O | -0.85 | -0.34 | -0.87 | 1.2 | 16% | i | 12 | i | 6% | -3.2% | -0.02 | 1120 | 4 | 618 | 16* | 57* | 33*
Nc1nc2sc3c(c2c(=O)s1)CCCC3 | 0.16 | -0.25 | 0.78 | -0.35 | 26% | i | -2 | i | 12% | / | -0.31 | 1210 | 8 | 640 | 1.4 | 2.1 | 2.0
COc1cccc(/C=N/N=C(\N)c2nonc2N)c1O | -0.12 | -0.31 | -0.33 | 0.24 | -5% | i | 1 | i | 4% | -0.9% | -0.64 | 1406 | 1 | 689 | 4.3 | 0.9 | 4.1
COc1ccc(CC(=O)Nc2nc3n(n2)C(c2ccccc2)CC(=O)N3)cc1OC (centres undefined) | -0.21 | -0.24 | -0.082 | 0.68 | -3% | i | 5 | i | 0% | -0.2% | / | / | / | / | 1.2 | 1.0 | 5.0
COc1ccc(-n2cnnc2)cc1 | -0.2 | -0.34 | -0.0042 | -0.092 | 2% | i | 12 | i | 8% | 1.2% | -1.1 | 1196 | / | / | 3.0 | 1.8 | 7.6
CCOC(=O)c1cc(C)n(-c2ccc(OC)c(OC)c2)c1C | -0.82 | -0.23 | -0.078 | 0.6 | 1% | i | 40 | i | -4% | 6.3% | -0.13 | 1230 | / | / | 3.8 | 2.7 | 1.6
COc1cccc(OCc2ccc(Cl)cc2)c1C#N | -0.55 | -0.2 | 0.16 | 0.7 | 2% | / | / | i | 0% | / | 0.13 | 967 | 6 | 728 | / | / | /
O=C(O)C1CCN(c2ccc([N+](=O)[O-])cc2[N+](=O)[O-])CC1 | -0.84 | 0.27 | 0.056 | 0.28 | 23% | / | / | i | 7% | / | 0.24 | 1033 | 1 | 697 | / | / | /
CCOc1ccc(N2C(=O)C(c3ccccc3)=C(c3nc4ccccc4s3)C2NC(C)=O)cc1 (centres undefined) | -0.51 | -0.18 | -0.44 | 1.1 | 1% | i | 0 | i | 6% | 0.1% | / | / | 14 | 765 | 1.9 | 2.1 | 13
COc1cc(NS(=O)(=O)c2ccc(NC(=S)NC(=O)/C=C/c3ccc(F)cc3)cc2)ncn1 | 0.43 | -0.19 | 0.2 | 0.57 | 17% | / | / | i | 17% | / | 0.63 | 1376 | / | / | / | / | /
COCCn1c(SCC(=O)Nc2ncc(Cl)c(C)c2Cl)nc2ccccc21 | -0.46 | -0.069 | -0.018 | 0.13 | 3% | i | -10 | i | 6% | -0.6% | -1.3 | 1003 | -3 | 760 | 4.6 | 3.8 | 3.1
CC(C)(C)c1ccc(/C=N/Nc2ccc(C(=O)O)cc2)cc1 | -0.25 | -0.0063 | -0.29 | 0.44 | 13µM* | i | -3 | i | 5% | -1.7% | -0.29 | 1274 | -4 | 630 | 3.2 | 1.6 | 3.9
O=C(COC(=O)c1cc(Cl)nc2ccccc12)c1ccc(Cl)cc1 | 0.021 | -0.18 | 0.48 | -0.42 | -4% | i | -8 | i | 5% | 1.1% | 0.6 | 1413 | 14 | 635 | 2.2 | 3.0 | 6.9

(further entries)
SMILES | Dynein cargo inh | Dynein cargo inh cytoplasmic EGFP | Dynein cargo inh nuclear GR-EGFP | Dynein cargo inh cell count | M17LAP inhibition | Autophagy HCS | Autophagy HCS cell loss 18 h | Yfh1-off respiration | M1AAP inhibition | ER stress rescue | Ins promoter up | Ins promoter up cell count | Lipid droplet | Lipid droplet cells 6.5 µM | MT stabilizer | MT stabilizer Hoechst-high % | MT stabilizer cytotoxicity %
CCC(C)NC(=O)c1ccccc1NC(=O)Nc1ccccc1 (centres undefined) | 1.5 | 0.071 | -0.19 | -1.3 | 9% | i | 3 | i | 1% | 0.1% | -0.04 | 1618 | / | / | 2.7 | 1.8 | 0.6
O=C(COC(=O)C1(c2ccccc2F)CCCC1)N1CCN(C(=O)c2ccco2)CC1 | -0.39 | -0.29 | -0.14 | -0.2 | 9% | i | 7 | i | 2% | -0.1% | 0.27 | 1199 | / | / | 2.9 | 3.3 | 4.9
CC(C)(C)NS(=O)(=O)c1ccc(CCC(=O)NCc2ccc3c(c2)OCO3)cc1 | 2 | -0.26 | 0.84 | -0.25 | 10% | i | -5 | i | 19% | 0.9% | / | / | 12 | 729 | 4.1 | 1.7 | 2.4
CCn1c2ccccc2n2c(=O)c(=O)n(CC(=O)N3CCN(c4ccccc4OC)CC3)nc12 | 0.28 | -0.21 | 0.026 | -0.32 | 6% | i | 3 | i | -5% | -0.4% | -0.05 | 1282 | 7 | 725 | 2.2 | 1.9 | 3.3
OCCN1CCN(CC(O)COCC2COc3ccccc3O2)CC1 (centres undefined) | -0.64 | -0.34 | 0.074 | 0.69 | -1% | i | -5 | i | -1% | -0.2% | -0.38 | 1248 | -4 | 654 | 4.4 | 3.4 | 11
CCc1ccc2[nH]c(=O)c(CN(CCCN3CCOCC3)C(=O)Nc3ccc(F)cc3)cc2c1 | 0.59 | -0.29 | 0.46 | -0.49 | 8% | i | -13 | i | 17% | 1.1% | 0.44 | 796 | 0 | 702 | 4.7 | 2.7 | 4.6
O=S(=O)(/C=C/c1ccccc1)Nc1ccc2c(c1)OCO2 | -0.27 | -0.26 | -0.14 | 0.2 | 11% | i | -1 | i | -3% | 0.4% | / | / | -3 | 714 | 2.4 | 1.2 | 5.3
Cc1cccc(C)c1NC(=O)C1(N2CCN(C(=O)c3ccco3)CC2)CCCCC1 | 0.12 | -0.14 | 0.6 | 0.79 | 7% | i | 26 | i | -4% | -3.2% | -0.47 | 1277 | 4 | 749 | 2.3 | 1.0 | 12
